Screens (PubChem)
phage Ecoli inh: E. coli growth loss with phage present | 0.26% of 360,000 active | growth absorbance | inhibition, % at 11.9 µM; in the data active = inhibition above about 11%
* = called active by the depositor.

# | SMILES | phage Ecoli inh
1 | CCNC(=O)C1(C)CCCN(C(=O)c2nc3ccccc3s2)C1 (stereo unspecified) | 0.3
2 | COc1cc(CN2C[C@@H](CO)O[C@@H](n3cnc4c(NCC(C)C)ncnc43)C2)cc(OC)c1OC | 0.3
3 | COc1ccc(OC)c(N2C(=O)c3ccccc3C2c2nnnn2-c2ccc3c(c2)OCCO3)c1 (stereo unspecified) | -0.6
4 | CC1=C(C(=O)N2CCCCCC2)CC(CC(=O)NCc2cccc3ccccc23)C(=O)N1CCC1=CCCCC1 (stereo unspecified) | 2.4
5 | CC(C)(C)c1ccc(CC(=O)N2CCC2(C)C(=O)O)cc1 (stereo unspecified) | 1.2
6 | CCCCOCCCNC(=O)C[C@@H]1C[C@@]2(C(=O)OC)CC(C)(C)CC=C2N(Cc2ccco2)C1=O | 3.3
7 | CCc1ccc([C@H]2[C@@H]3C(=O)C[C@@H]4C(=O)N(c5ccccc5)C(=O)[C@@H]4[C@@H]3CN2S(=O)(=O)c2ccc(C)cc2)cc1 | 0.1
8 | O=C(Cc1c[nH]c2ccccc12)Nc1ccc(Nc2cccnc2)c(-c2ccc(-c3ccccc3)cc2F)c1 | 2.8
9 | CCOC(=O)C1(C)CCN1C(=O)c1c(F)cccc1F (stereo unspecified) | 0.1
10 | O=C(COc1ccc2c(-c3ccccc3)cc(=O)oc2c1)N1C[C@H]2C[C@@H](C1)c1cccc(=O)n1C2 | 0.7
11 | Cc1ccc(CN2CC(N3CCN(C)CC3)CS2(=O)=O)cc1 (stereo unspecified) | 3.7
12 | COc1cccc(C(O)c2nc(/C=C/c3ccc(C(F)(F)F)cc3)cs2)c1 (stereo unspecified) | 1.6
13 | COc1cc2c(c3c1c(=O)c1cccc(F)c1n3C)C=CC(C)(C)O2 | 3.4
14 | COc1ccc(NC(=O)c2cc(C3CCCCN3C(=O)c3cc(C(C)(C)C)nn3C)on2)c(C)c1 (stereo unspecified) | 1.6
15 | COc1ccccc1NC(=O)Nc1nc(C(N)Cc2ccc(Cl)cc2)cs1 (stereo unspecified) | 1.7
16 | COc1ccc(C=O)c(-c2c(CCO)sc3ccccc23)c1 | 3.8
17 | CCNC(=O)C1(C)CCN(C(=O)C(c2ccccc2)c2ccccc2)C1 (stereo unspecified) | 2.6
18 | COc1ccc(-c2csc(C(C)(O)c3cccc(F)c3)n2)cc1OC (stereo unspecified) | 0.5
19 | Cc1noc(C)c1C(=O)N1CCC1(C)C(=O)NS(=O)(=O)c1ccc(Cl)cc1 (stereo unspecified) | -0.2
20 | COC(=O)[C@]12C[C@H](CC(=O)NCc3ccc(OC)c(OC)c3)C(=O)N(Cc3ccc4c(c3)OCO4)C1=C[C@H](C(C)(C)C)O[C@@H]2C | 2.1
21 | CCCCCCCCN1C(=O)[C@H](CC(=O)NCCCN2CCCC2=O)C[C@@]2(C(=O)OC)CC(C)(C)CC=C12 | 1.9
22 | O=C(Nc1ccc2c(c1)OCCO2)C(CCc1ccccc1)N1CCC(Cc2ccccc2)CC1 (stereo unspecified) | -0.2
23 | Cn1cc(Cc2ccc(C(=O)N3CCN(Cc4ccccc4)CC3)cn2)c2ccccc21 | 5.3
24 | CC(C)N(c1ccccc1)c1ccc(NC(=O)[C@@H]2O[C@H](CO)[C@H](O)[C@H](O)[C@H]2O)cc1 | 1.7
25 | O=C1C(=Cc2ccc(Cl)cc2)Cc2ccccc21 | 1.4
26 | COC(=O)[C@]12CCCCC=C1N(Cc1ccco1)C(=O)[C@H](CC(=O)NCc1cccc3ccccc13)C2 | 0.1
27 | CCCc1nc2c3ccccc3ccn2c1Cc1ccccc1C(F)(F)F | 2.8
28 | O=C1C2C3CC4C5C3C1C5C1(SCCS1)C42 (stereo unspecified) | 0.6
29 | Nc1[nH]c(C(=O)c2ccccc2)c(-c2cccnc2)c1C(=O)NC1CCCCC1 | 0.9
30 | COc1ccc(C)cc1NC(=O)ON=C1CCCCC1 | 2.2
31 | COc1cccc(-c2cnc3c(NC(C)=O)cc(-c4cccc(C(=O)N(C)C)c4)cn23)c1 | 0.2
32 | CC(C)(C)c1ccc(NC(=O)c2cc(C3CCCN(S(=O)(=O)c4cccc5cccnc45)C3)on2)cc1 (stereo unspecified) | 1.7
33 | CCCCn1nnnc1C(c1ccccc1)N1CCN(c2cc(C)ccc2C)CC1 (stereo unspecified) | 1.4
34 | CC(=O)c1ccc(Nc2nc(C(N)C(C)C)cs2)cc1 (stereo unspecified) | 0.4
35 | Clc1cccc(CNc2ccn3nc(-c4ccccc4Cl)cc3n2)c1 | 2.9
36 | Cc1cnc(-c2nc3ccccc3n2C(C(=O)NC(C)(C)C)c2ccncc2)cn1 (stereo unspecified) | 0.9
37 | CCc1c(-c2ccc(Br)cc2)ncn1Cc1cccc(-c2ccccc2)c1 | 2.4
38 | CCCCCCCCN1C(=O)[C@H](CC(=O)NCc2ccc(OC)c(OC)c2)C[C@@]2(C(=O)OC)CC(C)(C)CC=C12 | 3.9
39 | FC(F)(F)Oc1ccccc1C(c1nnnn1C1CCCCC1)N1CCN(C/C=C/c2ccccc2)CC1 (stereo unspecified) | 1.3
40 | O=C(NCc1ccco1)c1ccc2nc([C@@H]3O[C@H](CO)[C@H](O)[C@H](O)[C@H]3O)[nH]c2c1 | 2.5
41 | Cc1ccc(C(O)c2ncc(-c3ccc(Cl)cc3)[nH]2)c(C)c1 (stereo unspecified) | 6.6
42 | CCCC(=O)N1CCC1(C)C(=O)NS(=O)(=O)c1ccc(OC)cc1 (stereo unspecified) | 1.2
43 | O=C(NCCN1CCC(n2c(=O)[nH]c3ccccc32)CC1)c1ccc(Cl)cc1Cl | 1.7
44 | CC1(Oc2cccnc2Cl)CCN(Cc2ccc(OC(F)(F)F)cc2)C1 (stereo unspecified) | 1.1
45 | COc1cc(C(O)c2nc(-c3cccc4cccnc34)cs2)ccc1F (stereo unspecified) | -0.4
46 | c1ccc(COc2cccc(-c3cc4nc(NCCN5CCOCC5)ccn4n3)c2)cc1 | 0.1
47 | CC(=O)Nc1cccc(-c2nc3ccccc3n2C(C(=O)NC(C)(C)C)C2CC2)c1 (stereo unspecified) | 0.6
48 | Cn1ccc2c(/C=C/c3ccc(F)cc3)cc3c(c21)C1CCC3C1 (stereo unspecified) | 3.7
49 | O=C(NCc1ccncc1)c1ccc(-c2ccc(F)c(F)c2)c2ccoc12 | 0.8
50 | CCNC(=O)C1CCCN(C(=O)c2ccccc2F)CC1 (stereo unspecified) | 5.0
51 | Cc1cc(C)n2c(Nc3ccc4c(c3)OCCO4)c(C3CC3)nc2n1 | 0.7
52 | COC(=O)C1=C(C)N(Cc2cccc(C(F)(F)F)c2)C(=NCc2ccc3c(c2)OCO3)NC1CCc1ccccc1 (stereo unspecified) | 1.4
53 | CCOC(=O)C1=CCC(c2cccs2)N(S(=O)(=O)c2ccc(C)cc2)C1 (stereo unspecified) | 2.5
54 | Cn1cncc1C#Cc1ccc(N2C(c3ccsc3)=Cc3ccc(F)cc3C2c2c[nH]c3ccccc23)cc1 (stereo unspecified) | 3.1
55 | CC1(C(=O)NS(=O)(=O)c2ccc(C#N)cc2)CCN1C(=O)Cc1ccc(-c2ccccc2)cc1 (stereo unspecified) | 2.6
56 | COc1ccc(-c2cc(NC(=O)Cc3c(C)[nH]c4ccccc34)ccc2Nc2cccnc2)cc1OC | -0.3
57 | CCCc1nc2c3ccccc3ccn2c1Cc1ccc(C)cc1 | 5.2
58 | CCOC(=O)N1CCN(C(=O)C[C@@H]2C[C@@]3(C(=O)OC)CC(C)(C)CC=C3N(Cc3cccc4ccccc34)C2=O)CC1 | -1.9
59 | Cc1cccc(C)c1NC(=O)C(c1ccnc2ccccc12)N1CCN(CCN(C)C)CC1 (stereo unspecified) | 1.7
60 | Cc1ccc(Nc2nc(-c3ccc(O)c(O)c3)cs2)nc1 | 5.0

Further structures
No.	smiles	phage Ecoli inh
61	CN(C)c1ccc(CC(=O)N2CCCCC2c2cc(C(=O)Nc3ccccc3Cl)no2)cc1 (stereo unspecified)	2.8
62	CN1CCN(c2ccc(CNC[C@H]3O[C@@H](n4cnc5c(=O)[nH]c(N)nc54)[C@H](O)[C@@H]3O)c(F)c2)CC1	-2.1
63	CCc1nc2ccc(C(=O)NCc3ccc(OC)cc3)cn2c1N(CC)CCOC	0.3
64	COCCCNC(=O)c1ccc(-c2c(C)noc2C)c2ccoc12	1.1
65	CC1(C(=O)NCc2cccnc2)CCN1C(=O)Cc1cccs1 (stereo unspecified)	3.6
66	COc1ccc(CNC(=O)C2(C)Cc3c(-c4ccc5c(c4)OCO5)ccnc3O2)cc1OC (stereo unspecified)	1.3
67	O=C1NCCOc2ccccc21	4.3
68	OCC[C@@H]1C[C@H](O)[C@@H](O)[C@]2(OCCc3cc(Cl)ccc32)O1	2.3
69	Cc1ccc(CN2CC(N3CCCC3)CS2(=O)=O)cc1 (stereo unspecified)	2.7
70	Cc1cc(N2CCN(C(C(=O)NC3CCCC3)C(C)(C)C)CC2)c2ccccc2n1 (stereo unspecified)	3.0
71	COc1ccc(C(O)c2nc(-c3cccc(O)c3)cs2)cc1 (stereo unspecified)	2.7
72	CCCCCCn1cc(CN2CC(N3CCCCC3)CS2(=O)=O)nn1 (stereo unspecified)	-0.2
73	C[C@H]1CN([C@@H](C)CO)C(=O)CCCn2cc(nn2)CO[C@@H]1CN(C)S(=O)(=O)c1ccc(F)cc1	4.1
74	CCCCc1c(-c2ccccc2OC)ncn1C(C)c1ccccc1 (stereo unspecified)	2.2
75	C[C@H]1CN([C@@H](C)CO)C(=O)CCCn2cc(nn2)CO[C@@H]1CN(C)C(=O)c1ccc2ccn(C)c2c1	0.4
76	CC(=O)c1ccc(N2CCN(S(=O)(=O)c3ccc4c(c3)C(Cl)(Cl)C(=O)N4)CC2)cc1	2.0
77	COC(=O)[C@@]12C[C@@H](CC(=O)N3CCC(c4ccccc4)CC3)C(=O)N(CCc3ccc(OC)c(OC)c3)C1=CCC(C)(C)C2	3.8
78	COc1cccc(C(C)(O)c2nc(-c3ccc4c(c3)OCO4)cs2)c1 (stereo unspecified)	3.7
79	CCc1nc2ccc(C(=O)NCCCN(C)C)cn2c1N(C)Cc1ccc(OC)cc1	2.2
80	CCCNC(=O)C1(C)CCCN(C(=O)c2ccc3snnc3c2)C1 (stereo unspecified)	0.5
81	COc1ccc(C(=O)N(c2c(C)cccc2C)C(COC(C)=O)COC(C)=O)cc1	1.8
82	COc1ccc(CC(N)c2csc(NC(=O)NC(c3ccccc3)c3ccccc3)n2)cc1 (stereo unspecified)	-1.9
83	C[C@H](O)[C@@H]1CN2CCc3c([nH]c4ccccc34)[C@@H]2C[C@@H]1N(C)C(=O)Nc1ccc(Br)cc1	5.5
84	COC(=O)[C@]12C[C@H](CC(=O)NCc3cccc4ccccc34)C(=O)N(CCC3=CCCCC3)C1=C[C@H](COCc1ccccc1)O[C@@H]2C	3.6
85	CC(=O)NC(c1ccc(F)c(F)c1)c1nc(-c2ccc(F)c(Cl)c2)cs1 (stereo unspecified)	0.6
86	CSCCC(c1nnnn1C1CCCCC1)N1CCN(C/C=C/c2ccccc2)CC1 (stereo unspecified)	0.5
87	O=C(Nc1ccc(C(=O)N2CCN(c3ccncc3)CC2)cc1)c1ccc(Br)o1	2.1
88	CN(C(=O)[C@H]1O[C@@H](n2cnc3c(=O)[nH]c(N)nc32)[C@H](O)[C@@H]1O)C1CCCCC1	2.2
89	CC(O)(c1ccc(F)c(F)c1)c1nc(/C=C/c2ccccc2)cs1 (stereo unspecified)	0.2
90	COc1ccc(C(C)(NC(C)=O)c2nc(-c3ccncc3)cs2)cc1 (stereo unspecified)	1.2
91	CCN(CC)C(=O)c1ncn2c1C(=O)NC[C@H]2C	0.7
92	COCCN=C1Sc2ccccc2[C@@H]2C[C@H]3[C@H](CON3C)CN12	-0.5
93	CC(C)C[C@@H]1COc2cc(NCCCN3CCOCC3)ccc2S(=O)(=O)N1	-2.0
94	Cc1ccc(S(=O)(=O)N2[C@@H](CO)CO[C@H]2CC(=O)c2ccc(F)cc2)cc1	0.5
95	COc1ccc(C(N)c2csc(NC(=O)Nc3ccccc3C(C)(C)C)n2)cc1 (stereo unspecified)	1.7
96	CCCCn1nnnc1C1(C)CCC(=O)N1CCc1c[nH]c2ccccc12 (stereo unspecified)	1.8
97	Cc1ccc(CN2C(=O)CCC2(C)c2nnnn2-c2ccc3c(c2)OCCO3)cc1 (stereo unspecified)	2.7
98	CCCC[C@@H]1CNC(=O)C(=O)N1CCCC	2.4
99	Clc1cccc(Cc2c(-c3ccccc3)nc3c4ccccc4ccn23)c1	0.2
100	COc1cc(-c2coc3c(C(=O)NCc4ccc(N(C)C)cc4)cccc23)ccc1O	0.0
101	COc1ccc(NC(=O)c2cc(C3CCCCN3C(=O)C3CC3)on2)c(C)c1 (stereo unspecified)	1.6
102	COc1cccc(C(O)c2nc(-c3cccc4cccnc34)cs2)c1 (stereo unspecified)	-0.4

In the list so far, these contain a Cl atom:
No.	smiles	phage Ecoli inh
15	COc1ccccc1NC(=O)Nc1nc(C(N)Cc2ccc(Cl)cc2)cs1 (stereo unspecified)	1.7
19	Cc1noc(C)c1C(=O)N1CCC1(C)C(=O)NS(=O)(=O)c1ccc(Cl)cc1 (stereo unspecified)	-0.2
25	O=C1C(=Cc2ccc(Cl)cc2)Cc2ccccc21	1.4
35	Clc1cccc(CNc2ccn3nc(-c4ccccc4Cl)cc3n2)c1	2.9
41	Cc1ccc(C(O)c2ncc(-c3ccc(Cl)cc3)[nH]2)c(C)c1 (stereo unspecified)	6.6
43	O=C(NCCN1CCC(n2c(=O)[nH]c3ccccc32)CC1)c1ccc(Cl)cc1Cl	1.7
44	CC1(Oc2cccnc2Cl)CCN(Cc2ccc(OC(F)(F)F)cc2)C1 (stereo unspecified)	1.1
61	CN(C)c1ccc(CC(=O)N2CCCCC2c2cc(C(=O)Nc3ccccc3Cl)no2)cc1 (stereo unspecified)	2.8
68	OCC[C@@H]1C[C@H](O)[C@@H](O)[C@]2(OCCc3cc(Cl)ccc32)O1	2.3
76	CC(=O)c1ccc(N2CCN(S(=O)(=O)c3ccc4c(c3)C(Cl)(Cl)C(=O)N4)CC2)cc1	2.0
85	CC(=O)NC(c1ccc(F)c(F)c1)c1nc(-c2ccc(F)c(Cl)c2)cs1 (stereo unspecified)	0.6
99	Clc1cccc(Cc2c(-c3ccccc3)nc3c4ccccc4ccn23)c1	0.2

Only part of the results is shown; rates above refer to the full screens.
